hERG WT inh – inhibitors of human wildtype KCNH2 potassium channel | U2OS, BacMam KCNH2, thallium flux FluxOr; hits give low values | actives 0.37% (n = 340,000) | activity change, % at 1.84 µM | AID 720551;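 active means maximum activity change below -70%; inconclusive means maximum activity change between -70% and -50%; inactive means maximum activity change above -50%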; further: on the % scale 0 is the no-effect control and ±100 the full control effect
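U2OS cells were transduced with wild-type KCNH2 virus (2.03 x 10^8 / mL) for 4 h at room temperature, then cultured overnight at 37 C. Thallium flux was read with FluxOr dye. Rate constants were normalized to DMSO controls.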
Giardia killer – kills Giardia lamblia | AID 540267 | Giardia lamblia trophozoite viability | activity change, % at 7.66 µM, hits read low | actives 0.15% (n = 340,000); in the data active means activity change below about -80%; inconclusive means between about -30% and that limit;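 further: parasites exposed to compound for two days anaerobically before the ATP read; on the % scale 0 is the no-effect control and ±100 the full control effect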
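ATP-content bioluminescence gauges trophozoite survival. Cells (100/well) receive compound and incubate anaerobically for 48 hrs at 37 deg C; detection reagent follows for 15-30 min at room temperature.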
KCNH2 3.1 block – inhibitors of human KCNH2 3.1 potassium channel isoform; U2OS KCNH2 3.1, thallium flux FluxOr; hits give low values; actives 0.95% (n = 340,000); activity change, % (tested at about 1.8 µM); AID 720553;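 active means maximum activity change below -70%; inconclusive means maximum activity change from -70% to -50%; inactive means maximum activity change above -50%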;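 further: thallium influx rate constant from kinetic fluorescence after stimulation buffer; on the % scale 0 is the no-effect control and ±100 the full control effect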
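U2OS cells transduced with KCNH2 3.1 mutant virus (1.77 x 10^8 /mL, 4 h), plated overnight at 37 C, loaded 45 min with FluxOr dye plus Red40 quencher. Thallium flux rate constant from kinetic reads after stimulation buffer, normalised to controls.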
MLL CXXC-DNA inh – inhibitors of human MLL CXXC domain-DNA interaction | Q03164 | MLL-CXXC / FITC-HOXA9 DNA fluorescence polarization | Potency, µM (doses to about 115 µM), for the others: top-dose activity change, negative = inhibition, most hits filed as inhibitors | actives 0.037% (n = 290,000) | AID 2662; active means well fitted inhibition curve with a large enough effect in the polarisation, with a control signal flat, not every such curve was filed as active; inconclusive means small, poorly fitted or top-dose-only effect, or effect the other way, or a change in a side signal; inactive means no such curve, though single readings can be large or run the other way; the % refers to the polarisation; further: potency means the concentration at half of the fitted maximal effect
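Purified MLL-CXXC (added from a 7 uM solution) was preincubated 5 min at ambient with pinned compounds in 50 mM Tris-HCl pH 7.5, 50 mM NaCl, 1 mM DTT, 0.05% BSA. Fluorescein-labeled HOX-A9 DNA (50 nM solution) followed, 30 min, then polarization read.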
B2AR arrestin – recruits beta-arrestin to the human beta2-adrenergic receptor. P07550. beta-arrestin recruitment to beta2AR, cell-based reporter. Potency, µM (highest dose often 46.1 µM), inactives show at the highest dose activation, usual class: activators. actives 0.02% (n = 330,000). AID 492947;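 further: potency means the concentration at half of the fitted maximal effect; 0% = DMSO controls and full agonism = EC100 isoproterenol or metaproterenol; nearly all actives have a fitted effect of over 65% in size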
Target sequence (P07550 whole entry, looked up): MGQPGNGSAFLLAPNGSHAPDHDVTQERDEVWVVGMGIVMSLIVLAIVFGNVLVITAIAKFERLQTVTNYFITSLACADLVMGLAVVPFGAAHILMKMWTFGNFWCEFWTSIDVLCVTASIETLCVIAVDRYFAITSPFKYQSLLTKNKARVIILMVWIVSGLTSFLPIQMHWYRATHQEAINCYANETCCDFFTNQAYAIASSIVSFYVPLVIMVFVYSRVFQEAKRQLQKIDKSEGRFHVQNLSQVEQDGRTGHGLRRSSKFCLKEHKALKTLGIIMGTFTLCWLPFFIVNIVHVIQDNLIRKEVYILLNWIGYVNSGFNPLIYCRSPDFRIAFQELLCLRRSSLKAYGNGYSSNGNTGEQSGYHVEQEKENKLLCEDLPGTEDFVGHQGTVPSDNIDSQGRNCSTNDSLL
GALK inhibitor – galactokinase (human) inhibition; Purified GALK, Kinase-Glo residual ATP luminescence; Potency, µM (titrated, usually from 57.5 µM), for the others: top-dose activity change, negative = inhibition, usual class: inhibitors; actives 0.007% (n = 270,000); AID 1868; further: potency means the concentration at half of the fitted maximal effect; on the % scale 0 is the no-effect control and ±100 the full control effect
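Kinase-Glo Plus luminescence measured ATP left after a 1 h room-temperature reaction. The reaction used 5 nM GALK, 100 uM galactose and 35 uM ATP at pH 8.0 (20 mM HEPES, 5 mM MgCl2, 60 mM NaCl, 1 mM DTT, 0.01% BSA).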
FBPA coupling cs – inhibits coupling enzyme system, counter-screen for aldolase hits | coupling enzyme system counterscreen, AmpLite Red fluorescence | activity change, negative = inhibition, % at 58.2 µM, hits read low | actives 0.67% (n = 290,000); in the data active means activity change below about -30%; further: on the % scale 0 is the no-effect control and ±100 the full control effect
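Activity here indicates interference with the coupling reaction, not aldolase inhibition. Compounds at 57.5 uM final met coupling enzymes for 10 min at RT; substrate and AmpLite Red detection followed, with a 525/598 nm fluorescence read after 20 min.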
USP2a block – blocks human ubiquitin-specific protease USP2a; O75604; USP2 core, Ub-CHOP2 coupled fluorogenic reporter, 485/531; Potency, µM (top dose mostly 38.3 µM), without a hit: at the top dose activity change, negative = inhibition, usual class: inhibitors; actives 0.01% (n = 330,000);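 further: potency means the concentration at half of the fitted maximal effect; plate controls were DMSO wells for no effect and full inhibition by NEM control for full effect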
Target sequence (O75604 whole entry, looked up): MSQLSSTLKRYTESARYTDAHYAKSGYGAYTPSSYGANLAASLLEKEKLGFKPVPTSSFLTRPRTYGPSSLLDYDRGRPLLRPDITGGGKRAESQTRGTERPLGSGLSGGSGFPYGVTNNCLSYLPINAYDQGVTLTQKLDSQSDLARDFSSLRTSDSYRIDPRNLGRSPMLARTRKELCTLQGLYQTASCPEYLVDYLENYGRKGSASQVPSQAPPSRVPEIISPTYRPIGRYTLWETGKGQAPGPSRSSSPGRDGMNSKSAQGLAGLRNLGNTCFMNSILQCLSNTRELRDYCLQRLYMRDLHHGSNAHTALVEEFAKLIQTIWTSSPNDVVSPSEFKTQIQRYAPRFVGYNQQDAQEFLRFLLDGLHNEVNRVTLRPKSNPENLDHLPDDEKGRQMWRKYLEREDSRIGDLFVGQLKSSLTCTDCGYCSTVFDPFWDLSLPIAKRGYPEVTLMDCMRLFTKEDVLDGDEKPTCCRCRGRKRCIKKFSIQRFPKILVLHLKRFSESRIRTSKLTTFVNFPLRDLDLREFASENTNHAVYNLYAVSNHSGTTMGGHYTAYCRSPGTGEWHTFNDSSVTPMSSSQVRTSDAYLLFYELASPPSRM
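Deubiquitinase activity read as fluorescence (485/531 nm) after Ub-CHOP2 cleavage activates the enterokinase reporter on its substrate; USP2 core 10nM, Ub-CHOP2 and substrate 25nM each, 30min compound preincubation then 60min RT; data normalized to NEM, curves fitted.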
PKM2 act – PKM2 (human) enzyme activation. P14618. purified PKM2, Kinase-Glo ATP luminescence, activation; response scale: 0% is enzyme alone, no compound. Potency, µM (titrated, usually from 57.5 µM), inactives show top-dose activation, hits mostly activators. actives 0.34% (n = 260,000). AID 1631; further: potency means the concentration at half of the fitted maximal effect; on the % scale 0 is the no-effect control and ±100 the full control effect; nearly all actives have a fitted effect of over 55% in size
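Purified hPK-M2 (>95% pure) converted ADP (0.1 mM final) to ATP with 0.5 mM PEP in 50 mM imidazole pH7.2, KCl, MgCl2, Tween 20, BSA; 1 h at room temperature. ATP detected by Kinase-Glo luminescence.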
Menin-MLL TR inh – displaces Texas Red mutant MLL peptide from human menin; Potency, µM (titrated, usually from 61.6 µM), inactives show top-dose FP activity change, negative = inhibition, most hits filed as inhibitors; Menin + Texas Red MLL mutant peptide, fluorescence polarization; actives 0.23% (n = 270,000); O00255; AID 1768; active means well fitted inhibition curve with a large enough effect in the polarisation, with a control signal flat, not every such curve was filed as active; inconclusive means small, poorly fitted or top-dose-only effect, or effect the other way, or a change in a side signal; inactive means no such curve, though single readings can be large or run the other way; the % refers to the polarisation; further: potency means the concentration at half of the fitted maximal effect; % of control where 0% means no effect; many of its hits are not listed in these tables
TRPV1 agonist – agonists of human vanilloid receptor 1 (TRPV1); activation, % at 8.33 µM; Q8NER1; actives 0.19% (n = 320,000); TRPV1-expressing cells, Fluo-8 calcium influx, agonist mode; AID 540275; in the data active means activation above about 80%; inconclusive means between about 30% and that limit; further: 0% is about no effect
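Cells expressing TRPV1 were dye-loaded with Fluo-8 and read kinetically: 10 s baseline, 3 min after compound (agonist portion), then 2 min after EC20 capsaicin (allosteric enhancer portion). Calcium-bound dye fluorescence at 480/520 nm.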
An asterisk follows results filed as active; ? = inconclusive; nt = no result given; [ ] = dose if it differs, or a comment. Unless noted, the call rests on the fitted dose curve; in most records, active means well fitted curve in the direction sought with a large enough effect; inconclusive means small, poorly fitted or top-dose-only effect, or another doubt; inactive means no such curve, though single readings can be large; an effect the other way counts as inactive or inconclusive. Only part of the results is shown, so the mix of outcomes need not match the whole.

nr	Molecule	hERG WT inh	Giardia killer	KCNH2 3.1 block	MLL CXXC-DNA inh	B2AR arrestin	GALK inhibitor	FBPA coupling cs	USP2a block	PKM2 act	Menin-MLL TR inh	TRPV1 agonist
1	O=C(NCc1ccncc1)c1nc(-c2cccs2)no1	0	-8	0	-2%	-0.2%	11%	0	1%	4%	-6%	23
2	CCn1c(NCc2ccc3c(c2)OCO3)nc2ccccc21	14	-16	-18	16%	-0.8%	-5%	nt	-2%	7%	-5%	1
3	O=[N+]([O-])c1cccnc1SCc1c(F)cccc1Cl	3	-14	0	1%	0.1%	-1%	5	3%	-1%	nt	3
4	COC(CNC(=O)C1CCN(S(=O)(=O)c2ccc3nc4c(c(C(=O)O)c3c2)CC(C)CC4)CC1)OC (stereo not given)	-3	-1	-5	0%	-0.5%	3%	-2	3%	nt	3%	-1
5	COc1ccc(N=Cc2cc(Cl)ccc2O)cc1Cl	-20	-1	-4	39%[activator]	-0.1%	-1%	2	-1%	-13%	-12%	-4
6	Cc1ccc(S(=O)(=O)N(C)c2ccc(NS(C)(=O)=O)cc2)cc1	8	-7	13	-5%	nt	1%	-1	nt	4%	-2%	3
7	CCN(CC)c1nc(N2CCN(CCO)CC2)nc2ccccc12	0	-9	-9	-1%	-0.9%	-3%	2	0%	0%	4%	5
8	CCCOc1ccc(C2c3c(oc4cc(C)c(C)cc4c3=O)C(=O)N2CCCN(C)C)cc1OCC (stereo not given)	-6	-11	13	9%	-0.4%	nt	0	0%	-15%	-28%	4
9	CC(C)(Oc1ccc(Cl)cc1)C(=O)NCC1CCCO1 (stereo not given)	-3	10	9	nt	0.1%	nt	nt	2%	nt	nt	?
10	CCN1C(=O)/C(=C2/C=Cc3ccccc3N2CC)SC1=S	nt	-1	-37	9%	0.1%	8%	-1	1%	-7%	?	0
11	O=C(COc1ccc(Cl)cc1)Nc1ccccc1C(=O)NCc1ccco1	-7	11	-2	16%	0.3%	0%	2	-1%	9%	-1%	4
12	CCC(C(=O)Nc1cc(C(=O)O)ccc1C)c1ccccc1 (stereo not given)	-17	-19	1	14%	0.0%	10%	7	2%	-15%	2%	0
13	CCOC(=O)N1CCN(S(=O)(=O)c2cc(OCC(=O)NC3CCCCC3)c(C)cc2Cl)CC1	5	27	-12	-8%	3.3%	-1%	0	4%	2%	?	10
14	COC(=O)C1CCN(C(=O)c2ccc(Cl)c(S(=O)(=O)NCc3cccnc3)c2)CC1	18	-4	3	-1%	0.1%	0%	0	-1%	1%	3%	1
15	CN1CCN(c2ccc(-c3ccc4ccccc4n3)cc2)CC1	-2	?	-4	-5%	-0.2%	10%	-1	0%	12%	8%	0
16	O=C(O)CNC(=O)/C=C/c1c(Cl)cccc1Cl	nt	22	19	9%	-0.1%	0%	5	3%	1%	-2%	-5
17	CCn1cc(C(=O)O)c(=O)c2cnc(N3CCN(C(=S)NC(=O)c4ccc(F)c(F)c4)CC3)nc21	-8	8	4	1%	0.0%	-2%	-2	1%	nt	-29%	0
18	COc1cc(OC)c(NC(=O)C(=O)CC(=O)c2ccc(C)cc2C)cc1Cl	0	1	5	8%	-0.5%	-2%	1	3%	-9%	?	-5
19	Cc1nn(-c2ccccc2)nc1C(=O)NNC(=O)c1cccc2ccccc12	-1	-2	0	28%	-1.0%	0%	7	-1%	4%	nt	-7
20	CCN(CC)c1nc2c(c(=O)[nH]c(=O)n2C)n1CCCc1ccccc1	-1	-5	19	-6%	0.5%	2%	-2	0%	0%[11.5 µM]	-1%	7
21	COc1ccc(Cl)cc1NC(=O)CN1CCC(n2nnc3cc(C)ccc32)CC1	10	-10	-23	3%	-0.3%	-3%	-2	0%	1%	-1%	20
22	CC(C)C(C(=O)Nc1ccc2c(c1)OCO2)N1C(=O)c2ccccc2C1=O (stereo not given)	7	0	-1	-1%	0.0%	-1%	1	0%	-13%	0%	2
23	C=CCn1c(SCC(=O)Nc2nc(C)cs2)nnc1C(CO)NC(=O)c1ccccc1 (stereo not given)	-13	-9	0	-9%	-0.2%	0%	-3	-1%	2%	4%	-1
24	Cc1ccc(NC(=O)C2CCN(S(C)(=O)=O)CC2)cc1	-20	-9	-3	7%	-1.6%	nt	-2	4%	-3%	-23%	2
25	COc1ccc(NC(=O)CCCN2C(=O)C(c3ccccc3)Oc3cccnc32)cc1 (stereo not given)	2	28	-24	14%	0.0%	4%	2	-1%	nt	-8%	?
26	Cc1c(NC(=O)C2CCCN2S(=O)(=O)c2ccccc2)c(=O)n(-c2ccccc2)n1C (stereo not given)	-2	-4	-8	0%	0.4%	10%	0	4%	-4%	4%	0
27	COC(=O)c1ccc(C)c(NC(=O)CCSc2ccccc2)c1	-6	-13	14	3%	0.1%	-1%	2	1%	-11%	27%	1
28	CC1CCCCN1CC(=O)Nc1sc2c(c1C#N)CCC2 (stereo not given)	-10	-1	3	-3%	-0.4%	12%	-1	0%	-4%	10%	8
29	O=C(Nc1nccs1)C(F)(F)C(F)(F)C(F)(F)C(=O)Nc1nccs1	-1	22	16	3%	-0.1%	4%	8	14%	-10%	nt	1
30	Cc1cccc(CSc2nnc(N)n2-c2ccccc2)c1	14	0	-2	3%	-0.2%	0%	3	-2%	10%	-29%	-2
31	Cc1sc2c3ccsc3ccc2[n+]1C	9	9	3	-6%	-0.1%	0%	-2	5%	15%	-4%	29
32	NC(=O)CC(NC(=O)c1ccccc1)c1ccc(NC2CCCCC2)c([N+](=O)[O-])c1 (stereo not given)	24	29	-8	10%	-0.5%	-4%	-1	4%	-3%	nt	2
33	CS(=O)(=O)N1CCC(C(=O)Nc2cccc(Cl)c2)CC1	-3	1	-7	1%	0.2%	-1%	2	9%	6%	13%	-8
34	CCOC(=O)C1CCN(C(=O)CCCn2nc(CC)n3c(cc4occc43)c2=O)CC1	1	-12	-14	3%	0.2%	0%	4	3%	nt	1%	0
35	CCN(CC)c1ccc(/C=N/N(c2ccccc2)c2ccccc2)c(O)c1	1	-25	-33	0%	-0.1%	0%	-4	7%	-4%	-1%	-1
36	O=c1c2nnn(-c3ccccc3)c2ncn1C/C=C/c1ccccc1	2	-9	4	11%	12%	0%	4	0%	1%	0%	-1
37	O=C(CNC(=O)c1cncc(Br)c1)Nc1ccc(F)c(F)c1F	-5	13	16	-4%	0.1%	-2%	1	1%	nt	nt	-1
38	CN(CC(=O)Nc1ccccc1Br)C(=O)CN1CCN(Cc2cccc(Cl)c2)CC1	-4	16	-8	nt	-0.8%	nt	nt	0%	nt	nt	nt
39	COCCN(C(=S)Nc1ccc(C)c(C)c1)C(C)c1ccco1 (stereo not given)	-17	14	-15	2%	0.5%	0%	-1	4%	-1%	-9%	4
40	CCc1noc(C)c1C(=O)Nc1nc2c(F)cc(F)cc2s1	-2	17	2	nt	-0.6%	nt	nt	4%	nt	nt	3
41	Cc1c(S(=O)(=O)N2CCC(C)CC2)c(=O)n(C)c(=O)n1C	7	-18	1	nt	0.1%	nt	nt	4%	nt	nt	-3
42	CCOc1ccc(OCCCC(=O)NNC(=O)c2ccncc2)cc1	-14	-2	6	nt	0.1%	nt	nt	-1%	nt	nt	-1
43	Cc1ccc2nc3ccc(N4CCCCCCC4)nn3c(=O)c2c1	-3	-9	2	-2%	0.6%	-1%	-1	2%	-1%	-12%	13
44	COc1cc(C=O)c(-c2c(C=O)cc(OC)c3c2OCO3)c2c1OCO2	4	-1	14	-3%	0.5%	2%	1	0%	0%	-8%	-2
45	CC(=O)N1CCc2cc(S(=O)(=O)CCC(=O)Nc3c(C)n(C)n(-c4ccccc4)c3=O)ccc21	-5	6	12	19%	-0.3%	-2%	0	2%	-2%	nt	nt
46	O=C(N/N=C/c1ccc2c(c1)OCO2)C(O)c1ccccc1 (stereo not given)	-31	-13	-3	-3%	0.5%	nt	3	7%	-3%	-4%	-9
47	CC(C)c1ccc(/C=N\NC(=O)c2ccc(Cn3cccn3)o2)cc1	-1	-17	-9	-6%	-3.9%	nt	3	0%	5%	-1%	82*
48	CN(C)S(=O)(=O)c1cc(NC(=O)COC(=O)C2CSC3(C)CCC(=O)N23)ccc1Cl (stereo not given)	-5	3	5	-1%	-0.9%	-1%	-2	3%	0%	0%	9
49	CCOC(=O)c1[nH]cnc1C(=O)N1CCN(C(=O)OC(C)(C)C)CC1	2	-1	10	nt	0.1%	nt	nt	0%	nt	nt	4

Screens deposited in PubChem by National Center for Advancing Translational Sciences (NCATS).
